# AID2073 = inhibitors of Mint1-CaV2.2 protein interaction, biochemical, HTRF (AID 2073); HTRF protein-protein interaction, Mint1-CaV2.2; higher % means a stronger effect; actives 0.19% (n = 290,000); inhibition, % at 20 µM; hits with a dose series show IC50 in µM; in the data active means inhibition mostly above about 51%, no sharp cut-off; further: some results filed as inactive read as strong as hits
# NTR1 agonist = NTR1-driven beta-arrestin-GFP spot formation – imaging, U2OS cells, high content, primary screen (AID 493036) | agonist mode | activation, % at 20 µM | actives 0.17% (n = 330,000) | P30989;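 active means activation at or above 40% of the spot to cytoplasm intensity ratio, with at least 20 cells analyzed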;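 further: 0% = DMSO without peptide and 100% = 100 nM NTR1 peptide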
# Target sequence (P30989 whole entry, looked up): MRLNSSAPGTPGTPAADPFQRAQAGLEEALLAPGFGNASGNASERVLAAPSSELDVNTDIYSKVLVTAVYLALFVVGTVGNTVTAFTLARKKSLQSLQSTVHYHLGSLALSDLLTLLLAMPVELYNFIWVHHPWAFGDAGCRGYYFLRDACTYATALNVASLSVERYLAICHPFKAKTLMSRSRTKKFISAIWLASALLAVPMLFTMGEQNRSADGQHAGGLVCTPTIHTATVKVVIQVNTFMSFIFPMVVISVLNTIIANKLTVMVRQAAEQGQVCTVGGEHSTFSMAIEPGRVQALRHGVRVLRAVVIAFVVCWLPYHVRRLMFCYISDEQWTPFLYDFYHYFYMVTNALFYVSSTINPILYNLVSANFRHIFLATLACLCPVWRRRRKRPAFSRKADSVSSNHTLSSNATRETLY
# WT yeast gro inh = growth inhibition of WT yeast, mitochondrial fusion screen. mitochondrial fusion phenotypic screen, WT strain. inhibition, % at 10 µM. actives 2.1% (n = 190,000). AID 1362; in the data active means inhibition above about 58%; tested in S. cerevisiae
# K1F lysis inhibition = inhibition of K1F phage lysis, E. coli UTI89, bacterial capsule biogenesis inhibitors, alamar blue (AID 488966); E. coli UTI89 K1F phage lysis, alamar blue, 2 h; higher % means a stronger effect; inhibition, % at 100 µM; hits with a dose series show IC50 in µM; actives 0.02% (n = 340,000);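 active means phage lysis inhibition, versus mean bacterial control, above a set limit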;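 further: capsule biogenesis inhibitors block K1F phage lysis so surviving cells raise fluorescence; higher fluorescence means more inhibition of phage lysis; actives were called in the ten point dose series up to 300 µM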
# Autophagy mod = autophagy modulation, high-content screen; actives 0.98% (n = 190,000); MEF GFP-LC3 puncta imaging; test concentration mostly 10 µM; calls only at 10 µM (by protocol); AID 463193;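 active means percentage of spot-positive cells more than 3 SD above its plate mean, without a fluorescence outlier flag or 80% toxicity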;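 further: spot-positive cell cutoff set from DMSO-treated cells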
# RSV CPE inhibition = inhibition of RSV-induced cytopathic effect – HEp-2 cells, primary 10 µM value included (AID 2391); HEp-2 cells, RSV-induced CPE inhibition; higher % means a stronger effect; one-dose CPE inhibition, % at 10 µM; IC50 in µM for titrated hits; actives 0.13% (n = 310,000); in the data active means a potency from the dose series; further: strong numbers were not always called active
# Dengue-2 NS5 capping = flavivirus cap methylation enzyme inhibition – biochemical, confirmation dose response, primary screen (AID 588689); Dengue-2 NS5 methyltransferase capping enzyme assay, biochemical; higher % means a stronger effect; inhibition, % at 25 µM, or IC50 in µM where a hit was titrated; actives 0.3% (n = 340,000); in the data active means a potency from the dose series
# LYP phosphatase = PTPN22 lymphoid phosphatase activity blockers – biochemical, fluorescence intensity, uHTS (AID 1779). recombinant LYP phosphatase, fluorescence intensity; higher % means a stronger effect. inhibition, % at 11.5 µM; hits with a dose series show IC50 in µM. actives 0.054% (n = 290,000); in the data active means inhibition above about 50%;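 further: plate controls were vehicle with enzyme for no effect and no enzyme for full effect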
# GPR35 antagonists = GPR35 antagonists blocking zaprinast-driven arrestin recruitment, primary screen, imaging, U2OS, beta-arrestin-GFP, zaprinast agonist (AID 2058); U2OS GPR35 beta-arrestin-GFP translocation imaging, zaprinast antagonism; higher % means a stronger effect; inhibition, % at 10 µM, or IC50 in µM where a hit was titrated; actives 0.052% (n = 290,000);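 active means inhibition of at least 50% with at least 30 cells and total cytoplasm GFP at most 10,000,000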
# WT yeast gro inh mutant strain = further read-out of WT yeast gro inh, marked with its call; inhibition, %; mitochondrial fusion phenotypic screen, mutant strain inhibition
# Autophagy mod cell loss 18 h = also measured in Autophagy mod; calls as there; toxicity, %; measured here: cell loss, nuclei count;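 cell loss after 18 h compound exposure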
# NTR1 agonist cell count 20 µM = recorded beside NTR1 agonist, whose call it bears; cell count; measured here: cell count, cytotoxicity flag
# Dengue-2 NS5 capping pilot replicate = also measured in Dengue-2 NS5 capping; calls as there; inhibition, %; measured here: pilot screen replicate inhibition
# The depositor's hits bear a star; i = inactive; / = not tested or not shown; [ ] = remark or other dose.
# Start of the data: the first 6 compounds as a preview:
SMILES,AID2073,NTR1 agonist,NTR1 agonist cell count 20 µM,WT yeast gro inh,WT yeast gro inh mutant strain,K1F lysis inhibition,Autophagy mod,Autophagy mod cell loss 18 h,RSV CPE inhibition,Dengue-2 NS5 capping,LYP phosphatase,GPR35 antagonists,others
CS(=O)(=O)c1ccc2nc(NC(=O)Nc3cccc(Cl)c3)sc2c1,33%,9.6,70,-2,-8,3.1%,i,3,14%,-6%,-6%,-12%,
COc1cc2c(cc1OC)CN(C(=O)CCCN1C(=O)c3ccccc3C1=O)CC2,2%,0.9,77,-1,-6,0.3%,i,9,-0.1%,4%,-4%,9%,
CCOC(=O)c1c(C)[nH]c(C(=O)O)c1C,3%,0.3,37,-15,-5,1.2%,i,4,0.2%,3%,-6%,-3%,
CCC/C=N/NC(=O)c1ccccc1O,15%,1.1,36,-1,-9,0.3%,i,12,1.8%,-5%,-2%,-4%,
COc1ccc(C(=O)Nc2cccc(S(C)(=O)=O)c2)cc1,-1%,0.0,85,-3,-3,0.2%,i,3,2.3%,-4%,0%,-10%,
O=C(NC1c2ccccc2-c2ccccc21)N1CCOCC1,1%,-0.1,59,21,0,1.4%,i,-2,0.2%,-1%,-7%,12%,

# The list itself, from the first entry:
SMILES,AID2073,NTR1 agonist,NTR1 agonist cell count 20 µM,WT yeast gro inh,WT yeast gro inh mutant strain,K1F lysis inhibition,Autophagy mod,Autophagy mod cell loss 18 h,RSV CPE inhibition,Dengue-2 NS5 capping,LYP phosphatase,GPR35 antagonists,others
CS(=O)(=O)c1ccc2nc(NC(=O)Nc3cccc(Cl)c3)sc2c1,33%,9.6,70,-2,-8,3.1%,i,3,14%,-6%,-6%,-12%,
COc1cc2c(cc1OC)CN(C(=O)CCCN1C(=O)c3ccccc3C1=O)CC2,2%,0.9,77,-1,-6,0.3%,i,9,-0.1%,4%,-4%,9%,
CCOC(=O)c1c(C)[nH]c(C(=O)O)c1C,3%,0.3,37,-15,-5,1.2%,i,4,0.2%,3%,-6%,-3%,
CCC/C=N/NC(=O)c1ccccc1O,15%,1.1,36,-1,-9,0.3%,i,12,1.8%,-5%,-2%,-4%,
COc1ccc(C(=O)Nc2cccc(S(C)(=O)=O)c2)cc1,-1%,0.0,85,-3,-3,0.2%,i,3,2.3%,-4%,0%,-10%,
O=C(NC1c2ccccc2-c2ccccc21)N1CCOCC1,1%,-0.1,59,21,0,1.4%,i,-2,0.2%,-1%,-7%,12%,
O=C(/C=C/c1ccc(OC(F)F)cc1)OCC(=O)N1CCc2ccccc21,/,-0.3,59,/,/,0.0%[50 µM],/,/,-1.4%,-1%,/,/,
Cc1nnc(SCC(=O)N2CCN(S(=O)(=O)c3ccccc3)CC2)s1,-15%,0.4,63,-1,9,0.1%,i,4,1.6%,2%,-6%,4%,
Cc1ccc(C(=O)Nc2cccc3ncccc23)cc1[N+](=O)[O-],4%,-0.2,31,-4,9,0.1%,i,2,1.6%,-9%,-8%,3%,
Cc1ccc(C(=O)NCc2ccccc2F)cc1S(=O)(=O)N1CCCC1,7%,-1.0,40,/,/,0.0%,/,/,6.9%,-7%,-5%,-6%,
COc1ccc(N2C(=O)C(Cl)=C(Nc3ccc(OC)cc3OC)C2=O)cc1,-20%,2.0,53,9,6,-0.7%,i,-15,-0.9%,-10%,-4%,10%,
CC#CC(=O)N1CCC(CCc2ccccc2)(C(=O)OCC)CC1,33%,0.1,37,16,38,-0.2%,i,9,-1.9%,-4%,-4%,14%,
COC(=O)CCN(C(C)=O)c1ccc(N)cc1,1%,-2.5,56,-11,4,2.2%,/,/,1.2%,-3%,-10%,-9%,
COC(=O)c1sc2ccccc2c1NC(=O)c1ccc(S(=O)(=O)N2CCC(C)CC2)cc1,25%,3.0,33,7,-13,-0.2%[50 µM],i,6,6.0%,-9%,0%,-6%,
Cc1ccc(NS(=O)(=O)c2ccc3c(c2)CC(=O)N3)cc1F,/,2.7,61,/,/,0.5%,/,/,0.5%,1%,/,/,
Cn1cc(Cl)c(C(=O)OCC(=O)Nc2ccc(S(N)(=O)=O)cc2)n1,0%,-1.1,26,/,/,-0.1%,/,/,/,0%,-16%,7%,
COc1ccc(O)c(/C=N\NC(=O)CCn2nnc3ccccc32)c1,6%,0.5,43,-13,-1,-0.4%,i,41,1.0%,-4%,-7%,-16%,
COC(=O)c1c(-c2ccccc2OC)sc2ccc(OC)cc12,/,1.8,48,/,/,-0.7%,/,/,1.8%,-6%,/,/,
CO[C@@]1(NC(=O)CSCC#N)C(=O)N2C(C(=O)O)=C(CSc3nnnn3C)CS[C@@H]21,-18%,1.3,50,-2,-14,5.1%,i,14,-1.4%,-2%,-4%,-8%,
O=C(O)c1ccccc1C(=O)Nc1ccc(-c2csc(-c3ccccc3)n2)cc1,2%,/,/,-18,-7,-3.1%,i,3,3.5%,-1%,-11%,17%,
Cc1cc(C)cc(NC(=O)N(C)Cc2ccccc2)c1,-14%,-0.3,46,/,/,/,/,/,/,/,-4%,1%,
CCc1ccc(C2=NN(CCC(=O)NC3CCCCCC3)C(=O)CC2)cc1,38%,0.8,62,/,/,-0.2%,/,/,2.6%,-2%,-7%,-2%,
N#Cc1c(NC(=O)CN2CCCCC2)sc2c1CCC2,-4%,-0.7,51,-15,-16,-0.3%,i,-2,-0.6%,/,2%,-4%,
CC(C)(C)NCC(O)c1cc(O)cc(O)c1 (stereo not given),-4%,/,/,-3,-10,2.6%,i,0,-1.4%,3%,-4%,2%,
CCOC(=O)C(=O)Nc1nccs1,44%,4.2,80,4,3,0.1%,i,2,2.4%,-1%,-4%,20%,

# Retrieved by structure from above (two):
SMILES,AID2073,NTR1 agonist,NTR1 agonist cell count 20 µM,WT yeast gro inh,WT yeast gro inh mutant strain,K1F lysis inhibition,Autophagy mod,Autophagy mod cell loss 18 h,RSV CPE inhibition,Dengue-2 NS5 capping,LYP phosphatase,GPR35 antagonists,others
COC(=O)c1c(-c2ccccc2OC)sc2ccc(OC)cc12,/,1.8,48,/,/,-0.7%,/,/,1.8%,-6%,/,/,
Cc1nnc(SCC(=O)N2CCN(S(=O)(=O)c3ccccc3)CC2)s1,-15%,0.4,63,-1,9,0.1%,i,4,1.6%,2%,-6%,4%,

# Other structures
SMILES,AID2073,NTR1 agonist,NTR1 agonist cell count 20 µM,WT yeast gro inh,WT yeast gro inh mutant strain,K1F lysis inhibition,Autophagy mod,Autophagy mod cell loss 18 h,RSV CPE inhibition,Dengue-2 NS5 capping,LYP phosphatase,GPR35 antagonists,others
Nc1cc(=O)[nH]c(SCC(=O)Nc2cccc(Cl)c2)n1,6%,-2.7,100,0,-9,0.5%,i,3,0.1%,-3%,-11%,-9%,Dengue-2 NS5 capping pilot replicate=1.2
O=C(NCCCN1CCN(CCCNC(=O)c2cc([N+](=O)[O-])ccc2Cl)CC1)c1cc([N+](=O)[O-])ccc1Cl,7%,0.9,40,13,-6,0.8%[50 µM],i,21,-0.5%,-2%,-22%,-10%,
O=C(c1ccncc1)N(Cc1ccccc1)Cc1nc2ccccc2c(=O)[nH]1,-1%,0.7,59,-10,-2,-0.4%,i,26,2.6%,-9%,-2%,7%,
COc1c(-c2ccc(O)c(O)c2)oc2cc(O)cc(O)c2c1=O,-5%,1.7,93,/,/,5.9%,/,/,3.1%,3%,2%,-16%,
CCc1ccccc1NC(=O)CC(=O)Nc1ccccc1CC,7%,-1.7,58,/,/,-0.6%,/,/,0.1%,-1%,-3%,-20%,
CC(C)(C)CC(=O)Nc1cc(S(=O)(=O)N2CCOCC2)ccc1N1CCCC1,24%,-1.3,67,/,/,0.1%,/,/,-0.1%,1%,0%,14%,
CN(Cc1cccnc1)Cc1cn(C)nc1-c1ccc(Oc2ccccc2)cc1,-2%,2.3,65,8,0,0.3%,i,11,-0.2%,-9%,-8%,3%,
COc1cc(S(=O)(=O)NCc2cccnc2)c(OC)cc1Br,6%,-2.2,53,-3,10,0.3%,i,-21,1.1%,-7%,-4%,19%,
CCOc1ccc(N(CC(=O)N/N=C/c2cc([N+](=O)[O-])ccc2Cl)S(C)(=O)=O)cc1,2%,1.9,49,8,5,-0.3%,i,-13,0.5%,3%,1%,0%,
O=[N+]([O-])c1ccc2nc(NS(=O)(=O)c3ccc(Cl)cc3)sc2c1,21%,0.5,56,/,/,-0.3%,/,/,7.5%,8%,-4%,2%,
CCOC(=O)NNC(=O)c1ccc(Cl)cc1,-8%,-1.7,54,-2,13,-0.2%,i,9,1.6%,/,-12%,5%,
CCC(/C=N/Nc1ccc(S(=O)(=O)N2CCCC2)cc1[N+](=O)[O-])CC,0%,2.3,71,-14,0,1.4%[50 µM],i,-2,1.5%,1%,-2%,0%,
COc1ccc(/C=N/OCc2ccc(Br)cc2)c(OC)c1,10%,3.3,79,/,/,0.1%,/,/,16%,-7%,0%,15%,
CCOc1cc(/C=C2\SC(=O)N(CC(=O)Nc3ccccc3F)C2=O)cc([N+](=O)[O-])c1O,2%,3.6,45,-5,15,-0.7%,i,-6,3.1%,-2%,4%,-10%,
COC(=O)c1ccccc1SC1CC(=O)N(c2cccc(C)c2)C1=O (stereo not given),-7%,-1.9,91,25,18,-0.2%,i,6,0.0%,-21%,-6%,15%,
Cc1nnsc1C(=O)N1CCN(c2ccc(F)cc2)CC1,11%,-0.9,44,/,/,-1.0%,/,/,/,8%,-8%,-1%,
COc1ccc(C2=NS(=O)(=O)N(C)C(C(=O)N3CCOCC3)=C2)cc1,4%,-1.1,76,/,/,0.7%,/,/,1.2%,-5%,-4%,52%,
Cc1ccccc1N/C(=C(/C(Cl)=C(Cl)Cl)[N+](=O)[O-])n1nnc2ccccc21,-8%,-1.0,52,3,0,1.3%,i,-11,0.3%,2%,-8%,-10%,
CCn1cc(C(=O)NC2CCC(C)CC2)c(=O)c2cc(S(=O)(=O)N3CCCCC3)ccc21 (stereo not given),-5%,22,64,7,-1,/,i,-10,4.0%,/,6%,6%,
Cc1ccccc1CN1C(=O)c2ccccc2S(=O)c2ccc(C(=O)NCCCN3CCOCC3)cc21 (stereo not given),-2%,-0.7,62,/,/,0.1%,/,/,0.4%,-3%,-10%,7%,
Cc1c(C)n(Cc2ccccc2)c2ncnc(NCCN(C)C)c12,-2%,-0.3,85,/,/,0.2%,/,/,-0.7%,3%,-5%,-3%,
C=C(C)CSc1nc2sc3c(c2c(=O)n1-c1ccccc1)CCN(C)C3,5%,4.6,92,/,/,0.1%,/,/,0.5%,-11%,-1%,9%,
CCCCCn1c(N2CCN(c3cccc(Cl)c3)CC2)nc2c1c(=O)[nH]c(=O)n2C,7%,23,40,-3,7,0.2%,i,-9,3.4%,3%,-3%,-17%,
N#C/C(=C\c1c(N2CCCCC2)nc2ccccn2c1=O)C(=O)NCc1ccco1,23%,-1.7,52,-3,-2,0.4%[50 µM],i,7,5.3%,-6%,-14%,14%,
S=C(c1ccc(N2CCOCC2)cc1)N1CCCCC1,-2%,0.2,55,2,-24,-0.4%,i,-5,2.0%,-5%,-1%,7%,
O=C1c2ccccc2S(=O)(=O)c2cc(C(=O)N3CCC(N4CCCC4)CC3)ccc21,/,-2.5,96,/,/,-0.2%,/,/,-0.7%,-4%,/,/,
O=c1oc2ccccc2cc1-c1csc(NN=C2CCCCC2)n1,3%,2.4,45,16,25,0.2%,i,-9,4.5%,-2%,5%,12%,

# Source: PubChem BioAssay (several laboratories)
